# Assay outcomes deposited in PubChem BioAssay by several laboratories.
# SF1 activator – activators of human SF-1, primary screen, cell-based, CHO-K1, Gal4-SF-1 LBD, luciferase luminescence. CHO-K1 Gal4-SF-1 LBD luciferase reporter; % increase over DMSO SF-1-specific signal. AID 522, 2006. 65,000 compounds, 1.9% hits. activation, % at 10 µM;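 active = activation above the mean activation of all tested compounds plus 3 SD, cut at about 50% in these data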
# Target sequence (Q13285 whole entry, looked up, the tested form may be a part): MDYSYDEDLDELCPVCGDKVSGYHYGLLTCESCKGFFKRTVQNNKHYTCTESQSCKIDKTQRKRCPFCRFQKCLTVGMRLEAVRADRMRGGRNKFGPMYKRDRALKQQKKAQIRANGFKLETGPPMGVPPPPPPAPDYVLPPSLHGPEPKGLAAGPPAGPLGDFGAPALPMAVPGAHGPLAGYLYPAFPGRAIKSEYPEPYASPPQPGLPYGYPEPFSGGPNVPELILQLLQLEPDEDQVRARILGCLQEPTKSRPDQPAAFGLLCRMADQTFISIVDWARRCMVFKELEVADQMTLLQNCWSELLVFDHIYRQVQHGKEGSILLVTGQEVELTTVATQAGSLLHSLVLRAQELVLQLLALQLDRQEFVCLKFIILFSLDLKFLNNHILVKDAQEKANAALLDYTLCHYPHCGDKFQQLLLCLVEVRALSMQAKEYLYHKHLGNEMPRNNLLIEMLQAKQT
#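 Test system: CHO-K1 cells co-transfected with Gal4 DBD–human SF-1 LBD, 5xGal4 luciferase reporter. Quantity: 4,000 cells per well. Compound: 10 µM only. Incubation: compound added 1 h post-seeding, 20 h exposure at 37 °C, 5% CO2. Detection: SteadyLite luciferase luminescence. Replication: one test per compound.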
# D1 allo mod – D1 CRE-luciferase signal change, two-sided – cell-based, HEK293 D1, dopamine EC30, D1 allosteric modulator project, primary screen; D(1A) dopamine receptor (Homo sapiens), P21728; dopamine EC30 potentiation; actives deviate in either direction; B-score at 10 µM; 58,000 compounds, 5.9% hits;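 active = luminescence count or its row- and column-corrected plate score outside the 99.7% band of the plate's sample wells, on either side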
# Cdc25B inh – inhibitors of Cdc25B phosphatase catalytic domain, primary screen, biochemical, OMFP fluorescence | M-phase inducer phosphatase 2 (Homo sapiens), P30305 | recombinant Cdc25B, OMFP fluorescence Ex485/Em525 | inhibition, %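 (compounds tested at 10 µM final in the well)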 | 65,000 compounds, 0.1% hits | AID 368, 2006; in the data active = inhibition above about 50%
# MKP-1 inh – MKP-1 phosphatase inhibitors, primary screen, biochemical, in vitro; inhibition, %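 (compounds tested at a single concentration somewhere between 10 and 100 µM)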; AID 374, 2006; 65,000 compounds, 0.15% hits; recombinant MKP-1, OMFP hydrolysis fluorescence;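 active = inhibition above about 50%, limit read from the data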;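 note: 0% = DMSO max control wells and 100% = wells with enzyme stopped by NaOH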
# Hsp90 inh – tumor Hsp90 inhibitors, primary screen, cell lysate, fluorescence polarization, NCI-N417 lysate | Cy3B-geldanamycin FP displacement | 64,000 compounds, 0.35% hits | inhibition, % at 30 µM | Heat shock protein HSP 90-alpha (Homo sapiens), P07900 | AID 429, 2006;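 active = inhibition above 50%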;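 note: 0% = tracer plus lysate wells and 100% = tracer alone without lysate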
# FXIIa inh mix – human factor XIIa inhibitors, primary screen, biochemical, pooled compound mixtures, fluorogenic substrate | AID 684, 2007 | 62,000 compounds, 0.2% hits | purified FXIIa | inhibition, % at 5 µM | Coagulation factor XII (Homo sapiens), P00748; in the data active = inhibition above about 20%, passing the limit was not always enough;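 note: 0% = enzyme without compound and 100% = no enzyme blank; some results filed as inactive read as strong as hits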
# Target sequence (P00748 20-372 limits assumed): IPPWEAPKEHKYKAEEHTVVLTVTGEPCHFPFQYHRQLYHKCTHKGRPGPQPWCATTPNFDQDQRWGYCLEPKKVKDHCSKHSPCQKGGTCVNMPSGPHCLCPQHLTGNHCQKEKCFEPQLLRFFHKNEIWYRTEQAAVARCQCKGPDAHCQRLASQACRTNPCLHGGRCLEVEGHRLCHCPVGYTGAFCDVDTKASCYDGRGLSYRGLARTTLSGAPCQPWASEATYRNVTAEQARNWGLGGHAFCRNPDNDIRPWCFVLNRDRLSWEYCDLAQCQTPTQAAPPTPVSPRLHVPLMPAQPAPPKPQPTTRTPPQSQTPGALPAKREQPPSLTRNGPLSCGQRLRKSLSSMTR
# Target sequence (P00748 373-615 limits assumed): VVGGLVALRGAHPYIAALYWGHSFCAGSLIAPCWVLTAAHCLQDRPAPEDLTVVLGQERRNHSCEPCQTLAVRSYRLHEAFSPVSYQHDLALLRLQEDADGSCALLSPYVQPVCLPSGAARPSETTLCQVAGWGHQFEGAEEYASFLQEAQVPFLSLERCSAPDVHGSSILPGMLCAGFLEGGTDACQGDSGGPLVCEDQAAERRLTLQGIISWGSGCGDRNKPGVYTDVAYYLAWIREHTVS
# Her2 expr inh – inhibitors of Her2 protein expression, primary screen, SKBR-3 cells, AlphaScreen, 66K library. SKBR-3 HER2 protein level, 18-24 h; stronger effect = lower value. HER2 level % of control, % at 10 µM. AID 645, 2007. 65,000 compounds, 0.69% hits;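 active = HER2 level under 5% of the carrier-only control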;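 note: 100% = DMSO carrier and 0% = 500 nM PU-H71 HSP90 inhibitor; lower value means stronger loss of Her2 protein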
# RORa activator – activators of orphan receptor RORA, primary screen, cell-based, luminescence. Nuclear receptor ROR-alpha (Homo sapiens), P35398. 65,000 compounds, 1.5% hits. activation, % at 10 µM. AID 560, 2006. CHO-K1 Gal4-RORA LBD luciferase reporter; percent increase over mock-subtracted basal signal;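 active = activation above the mean of all tested compounds plus 3 SD, cut at about 49% in these data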;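 note: 0% = DMSO-treated RORA cells and 100% = added signal equal to DMSO minus mock-transfected cells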
# TNAP act DEA – human TNAP enzyme activators, primary screen, biochemical, luminescent, intermediate phosphate acceptor level | activation factor at 20 µM | 64,000 tested, under 10 active | purified TNAP, CDP-star luminescence, 100 mM DEA, 30 min; stronger effect = higher value; scale: 0 levamisole-inhibited, 1 vehicle-only enzyme | Alkaline phosphatase, tissue-nonspecific isozyme (Homo sapiens), P05186 | AID 813, 2007;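 active = activation factor of at least 2 at 20 µM, relative to controls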
# * hit, by the source's call; . = no result given. Not a hit list; about 8.9% have a hit in one of these screens.
Structure	SF1 activator	D1 allo mod	Cdc25B inh	MKP-1 inh	Hsp90 inh	FXIIa inh mix	Her2 expr inh	RORa activator	TNAP act DEA
Cc1ccc(CNC(=O)c2cn(C3CCCC3)c(=O)c3c2c2ccccc2n3C)o1	-15	-1	0	26	-7	9	44	-20	1
COc1cc(OC)c(Cl)cc1N	1	.	-10	3	8	-42	102	14	0.9
CCOC(=O)c1c(C)n(C)c2ccc(OCC(O)CN3CCC(C)CC3)cc12 (configuration not stated)	1	.	-14	-11	-3	14	89	1	0.9
Cc1occc1C(=O)Nc1ccc2c(c1)OCO2	53*	-2.1	1	-6	0	2	112	18	0.9
Cc1cc(C)nc(Nc2ncc(O)n2-c2ccc(C)c(Cl)c2)n1	-16	0.026	2	1	-2	3	90	-5	1.1
C=CCn1c(CCCNC(=O)C(C)(C)C)nc2ccccc21	-17	-0.051	-16	9	1	-12	61	0	1
O=C(c1ccccc1)N1CCN(Cc2c[nH]c3ccccc23)CC1	-12	-2.6	-9	24	-3	2	73	-16	1
CC(=O)c1cccc(NC(=O)N2CCCC2C(=O)Nc2c(C)cccc2C)c1 (configuration not stated)	-23	-0.39	0	-4	.	-12	127	-10	1
O=C(OCC(=O)N1CCN(c2ccccc2)CC1)c1ccccn1	-7	-1.5	-8	7	-3	2	97	-18	0.9
COCCNC(=O)C1CCC(Cn2c(=S)[nH]c3ccccc3c2=O)CC1 (configuration not stated)	-13	1.1	-4	11	-5	-2	133	-11	1
S=c1[nH]nc(-c2cccnc2)o1	-2	-1.2	-1	-17	1	7	71	8	1
O=C(O)Cc1nc2nc3c(c(=O)n2[nH]1)CCCC3	-13	-1.6	4	23	-3	7	.	-17	0.9
N#Cc1nc(Cc2cccc3ccccc23)oc1N1CCCCC1	3	1.5	-1	-6	0	-18	65	2	0.9
O=C(O)C1CSCN1S(=O)(=O)c1cccc2nsnc12 (configuration not stated)	-12	-0.91	25	-25	-8	.	82	-10	0.9
COc1ccc(S(=O)(=O)Cc2ccc(C(=O)NC3CCCC3)o2)cc1	0	1.5	2	12	1	7	67	1	0.9
COc1ccc(N(CC(=O)NC2CCCC2)C(=O)Cn2nnc(-c3ccc(F)cc3)n2)cc1OC	-3	0.0057	9	5	0	9	91	-11	0.9
O=C(O)/C=C1\NC(=O)c2ccccc21	.	-0.15	-11	-2	.	11	104	.	0.9
O=c1[nH]c(N2CCc3ccccc3C2)nc2c1CCC2	4	-0.039	5	-12	0	8	116	-7	0.9
O=C(CN1C(=O)C2(OCCCO2)c2ccccc21)NCc1ccccc1	8	-0.34	-3	34	-2	2	116	-2	1
Cc1ccc(Nc2nc(N)nc(CC#N)n2)cc1	30	6.6*	-7	15	-3	-4	54	29	1
COc1ccc(NCc2nnc(SCC(=O)c3ccc(OC)cc3)n2C)cc1	4	-0.83	-2	16	16	1	-43*	10	1
COc1cc(C2C(C#N)=C(N)Oc3cc(N)ccc32)cc(OC)c1OC (configuration not stated)	-63	1.7	-21	-10	0	9	84	-25	0.9
COc1ccc(CCNC(=O)CSCc2n[nH]c(=O)[nH]2)cc1OC	1	-0.64	-9	-5	-1	4	123	-6	1
CN1CCN(C(=O)c2cn(C)c3ccc(S(=O)(=O)N(C)C4CCCCC4)cc3c2=O)CC1	1	-0.02	-7	12	1	5	70	4	0.9
CCOc1nc(-c2ccccc2)ccc1-c1noc(-c2ccncc2)n1	1	-0.039	-5	-4	4	-17	78	-17	0.9

# Structures from the list above that have a COOH group, in the order listed:
Structure	SF1 activator	D1 allo mod	Cdc25B inh	MKP-1 inh	Hsp90 inh	FXIIa inh mix	Her2 expr inh	RORa activator	TNAP act DEA
O=C(O)Cc1nc2nc3c(c(=O)n2[nH]1)CCCC3	-13	-1.6	4	23	-3	7	.	-17	0.9
O=C(O)C1CSCN1S(=O)(=O)c1cccc2nsnc12 (configuration not stated)	-12	-0.91	25	-25	-8	.	82	-10	0.9
O=C(O)/C=C1\NC(=O)c2ccccc21	.	-0.15	-11	-2	.	11	104	.	0.9

# An excerpt of these results, with two lines to a compound.
# Values run as follows: SF1 activator	D1 allo mod	Cdc25B inh	MKP-1 inh	Hsp90 inh	FXIIa inh mix	Her2 expr inh	RORa activator	TNAP act DEA
- COc1cc(OC)c(Cl)cc1N
→ 1	.	-10	3	8	-42	102	14	0.9
- CCOC(=O)c1c(C)n(C)c2ccc(OCC(O)CN3CCC(C)CC3)cc12 (configuration not stated)
→ 1	.	-14	-11	-3	14	89	1	0.9

# Carrying on.
Structure	SF1 activator	D1 allo mod	Cdc25B inh	MKP-1 inh	Hsp90 inh	FXIIa inh mix	Her2 expr inh	RORa activator	TNAP act DEA
Cc1cc(=O)[nH]c(Nc2ccc(C(=O)OC(C)C)cc2)n1	-19	0.18	-5	31	-14	2	72	-31	0.9
Cc1ccc(C)c(NS(=O)(=O)c2ccc(NC(=O)c3ccco3)cc2)c1	-1	-0.9	-15	-1	-2	2	67	-13	0.8
CC(=O)Nc1ccc(NC(=O)c2ccccc2F)cc1	32	0.016	-5	3	1	5	102	19	0.9
C=CCn1c(SCc2ccccc2)nnc1-c1cccnc1	17	0.34	0	0	-6	5	101	-8	0.7
COC(=O)c1cc(OC)c(OC)cc1NC(=O)Cn1nnc(-c2ccccc2Cl)n1	-15	0.18	1	36	-1	-5	142	-10	0.9
Cc1cc(C)nc(NC2=NCC(=O)N2c2cccc(Cl)c2)n1	1	-0.0094	-18	-24	-3	.	142	0	0.8
Cc1nc2ccccc2c(=O)n1NC(=O)c1ccccc1Cl	1	1	-8	-2	3	0	89	-14	1
O=C(CC1SCCNC1=O)Nc1cccc(Cl)c1 (configuration not stated)	-7	-0.011	-2	-24	-1	1	103	-3	1
NC(=O)c1cc(S(=O)(=O)NC2CCCCC2)co1	6	.	7	5	-5	14	76	1	0.9
O=C(OCC#CCSc1nnc(-c2cccc3ccccc23)o1)c1cccs1	-6	0.094	-12	6	-9	-17	85	-1	0.9
Cc1ccc(CCNC(=O)C2CCCN(S(=O)(=O)c3c(C)nn(C)c3C)C2)cc1 (configuration not stated)	-14	0.28	-10	3	-3	-2	106	-2	0.9
COC(=O)c1cn(NC(=O)c2cccnc2)c(=O)c2ccccc12	-1	1.2	3	4	-4	-17	.	-19	0.9
CC1CCN(C(=O)Cn2cc(C(=O)c3ccco3)c3ccccc32)CC1	10	0.22	-2	5	-4	2	70	16	0.9
CCC(C)NCC(O)COCc1ccc(Cl)cc1 (configuration not stated)	14	-0.028	-2	-16	-5	9	114	-6	0.8
COc1ccc(CN2CCC(C(=O)N3CCN(c4ccccc4F)CC3)CC2)cc1OC	-18	-0.47	-17	-1	3	7	68	2	1
O=C(C1CCC(CNc2c(N3CCCCC3)c(=O)c2=O)CC1)N1CCN(c2ccccn2)CC1 (configuration not stated)	9	.	-7	0	-2	-9	101	-36	1
COc1ccc(OC)c(CCNC(=O)CC2Oc3ccc(C)cc3NC2=O)c1 (configuration not stated)	5	0.54	-16	3	-2	1	91	0	1
O=C(NC1CCCCC1)c1cc2nc3c(c(C(F)(F)F)n2n1)CCCC3	50*	1.9	-2	12	-1	0	118	34	1
COc1ccccc1NC(=O)c1ccc(Cl)c(S(=O)(=O)N2CCOCC2)c1	-2	0.22	-8	-8	1	2	116	-9	1
CCOc1ccccc1N(CC(=O)OC)S(=O)(=O)c1ccccc1	2	-1.3	-4	13	-1	5	97	20	0.9
COc1ccc(NC(=O)Cn2c(C)cc(=O)c3cccc(OC)c32)cc1	-5	0.25	1	-18	-1	6	127	-4	0.9
O=C(NCc1ccccn1)c1n[nH]c2ccccc12	1	0.27	-14	4	-2	5	66	0	0.9
O=C(O)CC(C(=O)O)n1nc(-c2ccccc2)cc1-c1ccccc1 (configuration not stated)	29	1	-5	11	-3	5	113	13	0.9
CN1CCCC(OC(=O)c2cc(Br)ccc2Cl)C1 (configuration not stated)	-8	0.56	-8	22	-3	2	84	13	1
CCOC(=O)C1CCN(C(=O)CSCc2nc(-c3ccc(OCC)cc3)oc2C)CC1	-24	5.7*	10	4	0	10	101	21	1.4
CCOC(=O)c1sc(NC(=O)c2cc3c(C)nn(-c4ccccc4)c3s2)nc1C	-8	0.39	-4	9	.	-27	108	6	0.9
CCN(CCNC(=O)C1CC(=O)N(CCc2ccccc2)C1)c1ccccc1 (configuration not stated)	-5	-0.57	-17	14	-3	2	89	-6	1
CN1CC(=O)N(CC(=O)NCc2ccc(F)cc2)c2ccccc2C1=O	16	-0.43	-20	-2	4	14	140	1	1
Cc1ccc(CCP(=O)(O)CN2CCCCC2)cn1	12	.	2	8	0	4	116	-14	1
O=C(COC(=O)c1ccc(Oc2ccccc2)cc1)Nc1nnc(-c2ccccc2)o1	-1	-1.2	2	27	1	16	87	-13	0.8
O=C1OCCC1Sc1nnc(-c2cccs2)n1Cc1ccccc1 (configuration not stated)	-10	1	-8	-15	-5	-1	95	-22	1
COc1cccc(NC(=O)c2ccco2)c1	27	0.54	0	-4	-1	4	97	54*	0.9
CC(=O)[C@@]1(O)CC[C@H]2[C@@H]3C[C@H](C)C4=CC(=O)CC[C@]4(C)[C@H]3CC[C@@]21C	-16	0.16	-13	-12	3	2	90	10	1
CCOC(=O)c1c(C)[nH]c(C(=O)COC(=O)CNC(=O)C2CCCCC2)c1C	0	1.2	-2	2	-2	8	75	-23	1
CCOC(=O)N1CCN(C(=O)C2CCCN(S(=O)(=O)c3cc(C)ccc3OC)C2)CC1 (configuration not stated)	8	-0.78	-5	31	-6	-2	82	4	0.9
CC(C)CCNC(=O)CCCOc1cc(=O)n(C)c2ccccc12	-1	-0.83	-11	30	0	2	71	-10	0.9
CCC(C)(C(=O)NC1CCCCC1)N(C(=O)C1CCC(=O)N1)c1ccc(C)cc1 (configuration not stated)	1	1.3	-12	12	.	-16	91	-6	1
CC1CCCCN1CCNC(=O)c1cc2c(-c3ccccc3F)nn(C)c2s1 (configuration not stated)	14	-5.7*	-5	-6	-5	1	97	3	1
CCSc1nc2c(c(=O)[nH]1)C(c1cccnc1)C(C(=O)OC)=C(C)N2 (configuration not stated)	-3	0.46	-5	0	-3	-6	95	5	1
CCCNC(=O)CS(=O)Cc1nc(-c2ccccc2C)oc1C (configuration not stated)	-7	1.7	-4	5	-4	10	114	-10	1
CCCC(=O)Nc1cccc(NC(=O)c2ccc3c(c2)OCO3)c1	-6	-1.2	-1	9	-1	5	73	15	1
CCOCCCNc1nc2c([nH]1)c(=O)n(C)c(=O)n2C	-6	0.27	-5	8	-5	3	80	17	0.9
O=C(Cn1cc(/C=N/O)c2ccccc21)N1CCOCC1	6	-0.069	1	-14	3	3	92	3	0.8
O=C(Cn1cc2c(n1)CCCC2)NCc1ccccn1	2	-0.55	-7	2	35	-12	106	-6	0.9
COc1ccc(S(=O)(=O)Nc2cccc(NC(C)=O)c2)cc1	1	-0.28	2	0	1	-1	151	-14	0.9
